# ANO1 activ – TMEM16A chloride channel activators or potentiators, primary screen, cell-based, HTS; HEK293 TMEM16A/YFP-H148Q/I152L, iodide quench fluorescence; stronger effect = lower value; 340,000 tested, 0.3% active; AID 623877, 2012; B-score at 10 µM;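 active = fluorescence-ratio B-score plate-corrected deviation score at least 3 library SD below zero, with starting fluorescence score within 5 deviations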;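 note: channel opened by trigger with iodide after compound preincubation; score built on the fluorescence ratio of max minus min over baseline; more negative score means more quench and so TMEM16A activation or potentiation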
# Target sequence (Q8BHY3 whole entry, looked up): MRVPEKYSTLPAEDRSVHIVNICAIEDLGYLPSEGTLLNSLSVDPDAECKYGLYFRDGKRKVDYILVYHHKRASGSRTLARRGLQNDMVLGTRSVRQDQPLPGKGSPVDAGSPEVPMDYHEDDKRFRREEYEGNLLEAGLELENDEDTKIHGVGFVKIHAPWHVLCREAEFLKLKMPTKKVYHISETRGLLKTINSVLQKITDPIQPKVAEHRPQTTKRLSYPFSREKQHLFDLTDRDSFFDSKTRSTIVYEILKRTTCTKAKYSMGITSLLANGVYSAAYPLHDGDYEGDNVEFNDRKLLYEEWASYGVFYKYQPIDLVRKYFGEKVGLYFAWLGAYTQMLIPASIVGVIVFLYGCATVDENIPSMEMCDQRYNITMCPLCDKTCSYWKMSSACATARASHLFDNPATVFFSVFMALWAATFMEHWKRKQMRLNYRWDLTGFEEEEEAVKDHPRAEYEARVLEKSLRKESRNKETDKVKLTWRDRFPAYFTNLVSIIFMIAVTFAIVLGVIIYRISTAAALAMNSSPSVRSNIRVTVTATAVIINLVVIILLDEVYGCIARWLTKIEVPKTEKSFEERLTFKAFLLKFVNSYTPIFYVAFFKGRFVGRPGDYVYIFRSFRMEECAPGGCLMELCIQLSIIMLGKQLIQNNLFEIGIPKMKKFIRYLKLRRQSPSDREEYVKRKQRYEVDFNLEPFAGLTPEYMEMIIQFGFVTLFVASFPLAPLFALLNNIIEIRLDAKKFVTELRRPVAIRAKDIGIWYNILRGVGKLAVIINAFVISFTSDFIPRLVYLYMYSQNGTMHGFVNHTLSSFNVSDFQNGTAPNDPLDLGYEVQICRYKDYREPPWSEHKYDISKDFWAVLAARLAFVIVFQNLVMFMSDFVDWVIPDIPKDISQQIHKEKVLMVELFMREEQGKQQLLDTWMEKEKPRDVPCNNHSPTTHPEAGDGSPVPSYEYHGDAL
# TRPC4 agonist – activators of mouse TRPC4 channel, primary screen, Fluo4 calcium, HEK293 TRPC4beta/mu-opioid cells. AID 2237, 2010. B-score at 10 µM. Fluo4 calcium fluorescence; stronger effect = higher value. 310,000 tested, 0.49% active;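 active = B-score above 5 SD of library B-scores, and initial fluorescence ratio not above library mean plus 5 SD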;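 note: positive B-score marks a calcium rise read as TRPC4 activation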
#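 Material: TRPC4beta and mu-opioid receptor HEK293 stable cells | Incubation: 45 min room-temperature Fluo4 loading, 110 s read | Detection: Kinetic Fluo4 calcium fluorescence | Measure: Integrated baseline-normalised fluorescence ratio, converted to per-well B score | Benchmarks: Low control buffer alone, high control maximal DAMGO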
# MrgX1 ag – agonists of human MrgX1 receptor, primary screen, HEK293 cells, Fluo-4 calcium flux. Mas-related G-protein coupled receptor member X1 (Homo sapiens), Q96LB2. Fluo-4 calcium fluorescence, agonist mode; stronger effect = higher value. B-score at 10 µM. 310,000 tested, 0.44% active;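 active = calcium response B-score plate-corrected fluorescence ratio at least 3 library SD, with starting fluorescence B-score inside 5 SD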
#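 Material: MrgX1-expressing HEK293 cells; input: 15,000 cells per well; doses: test compound given as first of three sequential additions; schedule: overnight plating before 1 h dye loading; technique: Fluo-4 NW calcium-flux fluorescence, kinetic read; evaluation: baseline-normalised fluorescence change ratio, B-scored; control set: plate-wise positive and negative controls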
# TRPC4 potent – positive allosteric modulators of TRPC4, primary screen, cell-based, mouse TRPC4beta, HEK293 mu-opioid, Fluo-4 calcium | B-score at 10 µM | DAMGO EC20, Fluo-4 Ca2+ flux; stronger effect = higher value | Short transient receptor potential channel 4 (Mus musculus), Q9QUQ5 | 310,000 tested, 0.42% active;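 active = B-score of calcium response area above 5 SD of library B-scores, with initial fluorescence ratio within 5 SD of library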;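 note: B-score of integrated fluorescence ratio over time as area under calcium response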
# SKKanGAS inh – S. pyogenes SKKanGAS growth inhibitors in kanamycin, primary screen, streptokinase expression inhibitor project, SKKanGAS strain, BacTiter-Glo luminescence. 6 h. AID 1662, 2009. 300,000 tested, 1.3% active. inhibition, % at 7.5 µM;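 active = mean replicate score, as percent of positive control median, at least 50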;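 note: strain carries kanamycin resistance gene driven by streptokinase promoter and grows in 40 µg/ml kanamycin; loss of luminescence reflects streptokinase promoter inhibition or plain growth inhibition; 0% = median of DMSO wells and 100% = positive control at its reference dose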
# MrgX1 antag – antagonists of human MrgX1 receptor, primary screen, HEK293 cells, Fluo-4 calcium flux; AID 588676, 2011; Mas-related G-protein coupled receptor member X1 (Homo sapiens), Q96LB2; B-score at 10 µM; 310,000 tested, 1.3% active; BAM8-22 antagonism; stronger effect = lower value;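 active = calcium-response B-score plate-corrected more than 3 library SD below zero, starting fluorescence within 5 deviations, no agonist response on first addition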;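 note: peak minus trough fluorescence over baseline after final BAM8-22 challenge near maximal dose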
# MrgX1 PAM – positive allosteric modulators of MrgX1, primary screen, HEK293 cells, Fluo-4 calcium flux; B-score at 10 µM; 310,000 tested, 0.63% active; FDSS; stronger effect = higher value; Mas-related G-protein coupled receptor member X1 (Homo sapiens), Q96LB2;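 active = plate-corrected calcium response at least 3 library SD above typical, normal starting fluorescence, not activating the receptor alone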;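 note: compound read alongside a low EC10 to EC30 dose of BAM8-22 agonist; peak minus trough fluorescence over baseline measured at the second addition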
# TRPC6 inh – mouse TRPC6 channel inhibitors, primary screen, cell-based, HEK293, membrane potential dye; Short transient receptor potential channel 6 (Mus musculus), Q61143; ACh-evoked depolarization; stronger effect = lower value; B-score at 10 µM; 310,000 tested, 1.1% active;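 active = B-score under library mean minus 3 SD, initial fluorescence not abnormally high, positive integrated signal ratio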;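 note: B-score derived from integrated fluorescence ratio over the kinetic read; more negative B-score means stronger inhibition of depolarization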
# TRPC6 activator – mouse TRPC6 channel activators, primary screen, cell-based, HEK293, membrane potential dye; B-score at 10 µM; Short transient receptor potential channel 6 (Mus musculus), Q61143; AID 2550, 2010; 310,000 tested, 0.13% active; HEK293-TRPC6 membrane potential dye fluorescence; stronger effect = higher value;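 active = B-score of the integrated fluorescence ratio above library mean plus 3 SD, and starting fluorescence ratio within library mean plus 5 SD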;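 note: higher score means more depolarization so channel activation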
# ANO1 block – TMEM16A chloride channel inhibitors, primary screen, cell-based, HTS | HEK293 TMEM16A/YFP iodide influx fluorescence, ionomycin | normalized B-score (activity score, 25-100; higher = stronger inhibition) at 10 µM | 310,000 tested, 1.2% active;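 active = ratio plate-corrected score three or more library SD toward inhibition, starting fluorescence score within five deviations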;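 note: score derived from kinetic fluorescence span divided by baseline fluorescence per well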
# TRPC4 block – inhibitors of mouse TRPC4 channel, primary screen, Fluo4 calcium, HEK293 TRPC4beta/mu-opioid cells. DAMGO-evoked Fluo4 calcium flux; stronger effect = lower value. B-score at 10 µM. Short transient receptor potential channel 4 (Mus musculus), Q9QUQ5. 300,000 tested, 0.39% active. AID 2247, 2010;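 active = B-score over 3 SD under the library average, no early fluorescence shift, positive overall ratio signal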
#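 material = TRPC4beta/mu-opioid receptor HEK293 cell line | probe or stimulus = sequential submaximal and maximal DAMGO stimulation | compound dosing = one concentration per compound | measured by = Fluo4 Ca2+ flux fluorescence | evaluation = integrated fluorescence ratio relative to baseline, converted to per-well B score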
# Starred values were filed as active, the others as inactive; i = inactive; . = no result given.
SMILES,ANO1 activ,TRPC4 agonist,MrgX1 ag,TRPC4 potent,SKKanGAS inh,MrgX1 antag,MrgX1 PAM,TRPC6 inh,TRPC6 activator,ANO1 block,TRPC4 block
COc1ccc(N2CCN(C(CNC(=O)c3ccco3)c3cccnc3)CC2)cc1 (stereo not given),i,i,i,i,-0.6,i,i,i,i,i,i
COCCCNC(=S)NNC(=O)c1cc(-c2cccnc2)nc2ccccc12,i,i,i,i,6.2,i,i,i,i,i,i
CCCc1cc(=O)oc2cc(OC(C)C(=O)NCC3CCC(C(=O)O)CC3)ccc12 (stereo not given),i,i,i,i,3.9,i,i,i,i,i,i
CCCCn1c(=O)[nH]c(=O)c2c1nc(-c1ccc3ccccc3c1)n2CC,i,i,i,i,25.7,i,i,i,i,i,i
COC(=O)CCC(=O)NN1C(=O)c2ccccc2C1=O,i,i,i,i,5.6,i,i,i,i,i,i
O=C(NCc1ccccn1)c1cc(-c2ccc(Cl)cc2)nc2ccccc12,i,i,i,i,-2.7,i,i,i,i,i,i
O=C1CC(C(=O)N(c2cccc(F)c2)C(C(=O)NC2CCCC2)c2ccccn2)CS1 (stereo not given),i,i,i,i,-6.4,i,i,i,i,i,i
N=c1oc2ccccc2cc1-c1nc2ccccc2c(=O)[nH]1,i,i,i,i,1.9,i,i,i,i,i,i
O=C(NC(=S)N1CCN(Cc2ccccc2)CC1)c1cccnc1,i,i,i,i,1.9,i,i,i,i,i,i
CC(=Nc1cccc(O)c1)c1sc2ccccc2c1O,i,i,27.8*,i,-0.3,i,i,i,i,i,i
Cc1cc(Oc2ccc(=O)n(C)n2)nc(SCc2ccccc2)n1,i,i,i,i,10.0,i,i,i,i,i,i
Cn1cc(CN2CCC(O)CC2)c(-c2ccc(Oc3ccccc3)cc2)n1,i,i,i,i,1.1,i,i,i,i,i,i
CN(C)CCCSc1nc2ccccc2s1,i,i,i,i,-24.2,-7.11*,i,i,i,i,i
CCN(C(=O)CC(C)C)c1nnc(Cn2nnc3ccccc32)s1,i,i,i,i,-10.3,i,i,i,i,i,i
O=C(NC(=S)Nc1ccc(N2CCOCC2)c(Cl)c1)C(c1ccccc1)c1ccccc1,i,i,i,i,43.6,i,i,i,i,i,i
CCC1(C)NC(=O)N(CC(=O)Nc2sc3c(c2C(=O)OC)CCCCC3)C1=O (stereo not given),i,i,27.6*,i,2.9,i,i,i,i,i,i
CC(C)C(=O)NC(=S)Nc1ccccc1C(=O)NC1CCCCC1,i,i,i,i,1.7,i,i,i,i,i,i
COc1ccc(OCC(O)Cn2c(N3CCCCC3)nc3c2c(=O)n(C)c(=O)n3C)cc1 (stereo not given),i,i,i,i,-2.8,i,i,i,i,i,i
COc1ccccc1CC(=O)Nc1ccc(-c2nnc(-c3ccco3)o2)cc1,i,i,i,i,-2.0,i,i,i,i,i,i
CC(C)(C)OC(=O)N[C@@H](Cc1ccccc1)C(=O)NCC1CCC(C(=O)O)CC1 (stereo not given in full),i,i,i,i,-4.5,i,i,i,i,i,i
O=C(NCCC1=CCCCC1)C(=O)NCc1ccccc1Cl,i,i,i,i,-10.8,i,i,i,i,i,i
C=CCOc1ccc(C2/C(=C(\O)c3c(C)[nH]c(C(=O)OC)c3C)C(=O)C(=O)N2CCN(C)C)cc1 (stereo not given),i,i,i,i,-3.9,i,i,i,i,i,i
S=c1[nH]nc(-c2cccc(Cl)c2)n1/N=C/c1ccc(-c2ccccc2Br)o1,i,i,i,i,3.0,i,i,i,i,i,i
COc1ccc(OC)c(NC(=O)CN2CCC(NC(=O)c3ccccc3C)CC2)c1,i,i,i,i,4.0,i,i,i,i,i,i
O=C(COC(=O)c1cccs1)Nc1cccc(S(=O)(=O)N2CCOCC2)c1,i,i,i,i,6.8,i,i,i,i,i,i
COc1ccc(OCC(=O)N/N=C/c2ccc(OC)c(OC)c2C(=O)O)cc1,i,i,i,i,0.5,i,i,i,i,i,i
CCOc1ccc(C)cc1S(=O)(=O)Nc1ccc(Cl)cn1,i,i,i,i,-4.4,i,i,i,i,i,i
Cc1ccc(-n2nc(C)c3c(C)c(CCC(=O)NCCCOC(C)C)c(C)nc32)cc1,i,i,i,i,2.3,i,i,i,i,i,i
CCOC(=O)c1nc(Nc2ccccc2C)c2ccccc2n1,i,i,i,i,3.3,i,i,i,i,i,i
CCn1c(SCC(=O)Nc2ccc(NC(=O)c3cccs3)cc2)nnc1-c1cccnc1,i,i,i,i,4.5,i,i,i,i,i,i
O=C(Cc1ncc(C(F)(F)F)cc1Cl)NCc1cccnc1,i,i,i,i,5.2,i,i,i,i,i,i
Cc1sc(N)c(C(=O)c2ccccc2)c1C,i,i,i,i,-1.2,i,i,i,i,i,i
CCOc1ccc(C(=O)NC2CCN(C(=S)Nc3ccccc3C)CC2)cc1,i,i,i,i,19.6,i,i,i,i,i,i
COc1ccc(C2(CNC(=O)Cc3ccc(OC)c(OC)c3)CCOCC2)cc1,i,i,i,i,11.9,i,i,i,i,i,i
Cc1ccc(/C(N)=N/OC(=O)CCCc2ccccc2)cc1,i,i,i,i,1.3,i,i,i,i,i,i
Cc1[nH]c2ccccc2c1/C=N\NC(=O)c1ccco1,i,i,i,i,.,i,i,i,i,i,i
CCOc1ccccc1-c1cc(C(=O)N/N=C(\C)c2cccnc2)c2ccccc2n1,i,i,i,i,19.8,i,i,i,i,i,i
Nc1ccc(S(=O)(=O)N2CCC(Cc3ccccc3)CC2)cc1,i,i,i,i,-5.6,i,i,i,i,i,i
Cc1ccccc1CNCc1ccc2c(c1)OCO2,i,i,.,i,-7.9,.,.,i,i,.,i
O=C(c1ccc(Br)o1)N1N=C(c2ccc(Cl)cc2)CC1c1ccco1 (stereo not given),i,i,i,i,59.9*,i,i,i,i,i,i
O=C(O)c1cc(S(=O)(=O)N2CC3CC3C2C(=O)O)c(Cl)cc1Cl (stereo not given),i,i,i,i,-0.6,i,i,i,i,i,i
FC(F)(F)c1ccc(NC2=NCCC2)cc1,i,i,i,i,-20.6,i,i,i,i,i,i
O=C(CSc1nncc2ccccc12)Nc1cccc(O)c1,i,i,i,i,-1.4,i,i,i,i,i,i
O=C(Cn1c(=O)oc2ccccc21)Nc1nc(-c2ccc(Br)cc2)cs1,i,i,i,i,1.7,i,i,i,i,i,i
O=S1(=O)CC(O)C(Nc2ccccc2)C1 (stereo not given),i,i,i,i,4.6,i,i,i,i,i,i
CC#CC(=O)N1CCC(CCC(=O)N(C)Cc2ccccc2)CC1,i,i,i,i,-1.0,i,i,i,i,i,i
CCSC(C)CC1C/C(=N/O)c2c(CC)noc2C1 (stereo not given),i,i,i,i,-7.3,i,i,i,i,i,i
CCn1cc(CNC(=O)CCc2nnc(CCC3CCCCC3)o2)cn1,i,i,i,i,-14.9,i,i,i,i,i,i
O=C(CSc1nc2ccccc2[nH]1)Nc1ccc(F)cc1,i,i,i,i,-4.8,i,i,i,i,i,i
CCOCCCNC(=O)c1ccc2c(c1)OCO2,i,i,i,i,-7.0,i,i,i,i,i,i
CCn1c(CSc2nc(C)cc(C)n2)nnc1SCC(=O)Nc1ccccc1,.,i,i,i,-4.7,i,i,i,i,i,i
COc1cccc(C(=O)N2CCSC2=S)c1,i,i,i,i,-4.0,i,i,i,i,i,i
O=C(CSc1nnc(-c2cccnc2)n1Cc1ccccc1)N1CCOCC1,i,i,i,i,1.9,i,i,i,i,i,i
O=C(Cc1ccccc1)Nc1nnc(-c2cccc([N+](=O)[O-])c2)s1,i,i,i,i,-1.5,i,i,i,i,i,i
CCOC(=O)CC(NC(=O)CCc1c(C)nc2nc(C)nn2c1C)c1ccc(OC(C)C)cc1 (stereo not given),i,i,i,i,-5.0,i,i,i,i,i,i
COc1ccc(C)cc1NC(=O)NC(C)c1ccncc1 (stereo not given),i,i,i,i,2.2,i,i,i,i,i,i
CCOC(=O)C1=C(CN2CCN(C(=O)c3ccco3)CC2)NC(=O)NC1c1ccc(C)cc1 (stereo not given),i,i,i,i,4.5,i,i,i,i,i,i
CCOC(=O)[C@H]1[C@H]2COc3ccccc3[C@@H]2N2C(=O)c3cc(OC)ccc3NC(=O)[C@@]12C,i,.,i,.,.,i,i,.,.,i,.
O=C1CCN(Cc2nc(-c3ccc(Cl)cc3)no2)CCN1,i,i,i,i,10.8,i,i,i,i,i,i
O=C1[C@H]2[C@@H](c3ccc(F)cc3)N3C(=O)N(c4cccc(F)c4)C(=O)[C@@]3(Cc3ccccc3)[C@H]2C(=O)N1C1CCCCC1,i,i,i,i,-0.2,i,i,i,i,i,i

# The list continues:
SMILES,ANO1 activ,TRPC4 agonist,MrgX1 ag,TRPC4 potent,SKKanGAS inh,MrgX1 antag,MrgX1 PAM,TRPC6 inh,TRPC6 activator,ANO1 block,TRPC4 block
O=C(COc1ccccc1C(=O)NCc1ccccn1)Nc1ccc(Br)cc1,i,i,i,i,-3.8,i,i,i,i,i,i
CCOC(=O)c1c(NC(C)=O)sc2c1C1CCN2CC1,i,i,i,i,5.4,i,i,i,i,i,i
CC1(C)CC(=O)C(=C2SCCCS2)C(=O)C1,i,i,i,i,0.5,i,i,i,i,i,i
CCn1c(CNc2ccccc2Cl)nnc1SCC(=O)NCc1ccccc1,i,i,i,i,-1.2,i,i,i,i,i,i

# Compound activity as filed in PubChem.
